PolyA inhibitor = polyadenylation inhibitors in yeast reporter cells, primary screen, luminescence, S. cerevisiae; S. cerevisiae SKY197-pL101 polyadenylation reporter, beta-gal luminescence; efflux-impaired pdr1/pdr3 knockout yeast; score 100 = 6 SD above DMSO; calls only at 12 µM; 300,000 compounds, 0.02% hits;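 active = lowest replicate activity score at least 50, where 100 means six control SD above control mean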;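 note: yeast exposed to compound for 9 h at 30 °C; higher score means more reporter readthrough which indicates perturbed polyadenylation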
GSK3 alpha inh = blockers of GSK3A enzyme activity – biochemical, luminescence, cell-free homogeneous, HTS, primary screen | Glycogen synthase kinase-3 alpha (Homo sapiens), P49840 | GSK-3 alpha kinase, ADP-Glo luminescence, 60 min | inhibition, % at 10 µM | AID 2650, 2010 | 320,000 compounds, 0.1% hits;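 in the data active = inhibition above about 50%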;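 note: GST-tagged GSK-3 alpha with peptide substrate and 25 µM ATP; 0% = DMSO neutral wells and 100% = GW8510 positive control wells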
Target sequence (P49840 whole entry, looked up): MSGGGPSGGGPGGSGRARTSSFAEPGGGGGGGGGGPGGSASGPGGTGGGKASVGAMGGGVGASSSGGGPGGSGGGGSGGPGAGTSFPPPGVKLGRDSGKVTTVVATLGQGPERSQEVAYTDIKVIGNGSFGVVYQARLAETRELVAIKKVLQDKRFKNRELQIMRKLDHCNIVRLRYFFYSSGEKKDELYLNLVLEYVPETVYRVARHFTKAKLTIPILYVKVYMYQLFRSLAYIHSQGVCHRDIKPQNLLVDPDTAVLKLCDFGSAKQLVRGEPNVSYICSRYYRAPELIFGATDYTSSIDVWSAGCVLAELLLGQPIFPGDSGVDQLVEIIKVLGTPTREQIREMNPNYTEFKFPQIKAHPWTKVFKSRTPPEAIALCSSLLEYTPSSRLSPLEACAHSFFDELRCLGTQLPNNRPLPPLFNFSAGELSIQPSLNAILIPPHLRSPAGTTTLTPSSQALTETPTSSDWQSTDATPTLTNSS
KLF5 inh = KLF5 expression inhibitors, primary screen, DLD-1 cells, luminescence; DLD-1 KLF5 promoter-luciferase reporter; AID 1700, 2009; inhibition, % at 5 µM; 290,000 compounds, 0.23% hits;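 active = inhibition above a per-plate limit of that plate's mean compound inhibition plus 3 SD, cut at about 60% in these data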;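 note: 0% = DMSO wells and 100% = LY294002 at 200 µM; higher means less KLF5 promoter-driven luciferase light; inactives centre near -14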
GSK3B inh = human GSK3beta kinase inhibitors, primary screen, biochemical, cell-free homogeneous, HTS. Glycogen synthase kinase-3 beta (Homo sapiens), P49841. GST-GSK3beta kinase, ADP-Glo luminescence, 60 min; stronger effect = lower value. activity score (negative = inhibition), % at 10 µM. 300,000 compounds, 0.038% hits. AID 2097, 2009;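 active = more than half of replicate wells score below -50%, meaning over 50% inhibition versus plate controls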;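 note: 0% = median DMSO wells and -100% = median GW8510 positive control wells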
Target sequence (P49841 whole entry, looked up): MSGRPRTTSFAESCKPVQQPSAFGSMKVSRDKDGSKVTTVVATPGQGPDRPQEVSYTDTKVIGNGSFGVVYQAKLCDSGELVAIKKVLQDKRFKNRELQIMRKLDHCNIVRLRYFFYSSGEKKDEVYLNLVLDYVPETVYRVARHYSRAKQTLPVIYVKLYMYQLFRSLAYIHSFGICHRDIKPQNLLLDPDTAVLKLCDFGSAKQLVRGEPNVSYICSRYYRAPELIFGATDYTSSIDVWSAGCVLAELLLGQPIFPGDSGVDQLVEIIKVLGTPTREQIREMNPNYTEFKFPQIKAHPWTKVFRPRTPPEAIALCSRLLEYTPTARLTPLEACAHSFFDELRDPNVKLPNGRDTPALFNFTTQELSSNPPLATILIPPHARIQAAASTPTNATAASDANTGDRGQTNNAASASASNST
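Test system – GST-tagged human GSK3beta kinase, cell-free · Incubation – 60 min enzyme reaction, room temperature · Signal – ADP-Glo luminescence · Also added – peptide substrate and ATP at 25 µM · Controls – DMSO neutral wells and GW8510 at 20 µM as positive · Buffer or medium – Tris/MgCl2 kinase buffer · Measure – Luminescence-derived activity versus plate DMSO and GW8510 wells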
HSF1 inhib = HSF1 inhibitors in luciferase reporter cells, primary screen, cell-based, NIH3T3, luminescence | NIH3T3-HGL HSE-luciferase, MG132-induced, luminescence 8 h; stronger effect = lower value | activity change, negative = inhibition, % at 7.5 µM (by protocol) | 300,000 compounds, 0.77% hits;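 active = more than half of replicate wells show activity change below -50%, luminescence cut by over half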;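 note: luciferase reports HSF-1 transcriptional activity via heat shock element; 0% = median of DMSO wells and -100% = zero luminescence signal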
aSyn 5UTR inh = MLPCN primary screen, SNCA 5' untranslated region; alpha-synuclein 5'UTR reporter, inhibitor activity; inhibition, % (tested at 7.5 µM); 300,000 compounds, 0.82% hits; in the data active = inhibition above about 60%;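 note: H4 neuroglioblastoma cells stably carrying SNCA 5'UTR luciferase fusion; 0% = DMSO wells and 100% = positive control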
AI-2 QS modul = Vibrio harveyi AI-2 quorum sensing modulators, primary screen, JMH597 strain, luminescence/OD600 ratio; Vibrio harveyi JMH597 AI-2 luminescence/OD600 ratio, 9 h; stronger effect = lower value; strain lacks LuxN and CqsS sensors; 0 = neutral-control median; activity change, % at 7.5 µM; 300,000 compounds, 0.4% hits; in the data active = activity change below about -75%, passing the limit was not always enough;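 note: luminescence divided by OD600 gain over 9 h not by final OD600 alone; inactives centre near 13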
HSF-1 act = HSF-1 activators, primary screen, NIH3T3-HGL cells, MG132 stress, luminescence, single point; NIH3T3-HGL HSF-1 luciferase reporter, 8 h; 100% = twice DMSO control signal; AID 504408, 2011; activation, % at 9 µM; 300,000 compounds, 1.7% hits;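 active = mean replicate activation of at least 50% with a set share of replicates each reaching 50%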;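 note: 0% = median of the neutral control wells and 100% = twice that signal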
HSP90 refold inh = HSP90 inhibitors, primary screen, cell lysate, luminescence. Heat shock protein HSP 90 (rabbit reticulocyte lysate; luciferase refolding). inhibition, % at 5.6 µM. 290,000 compounds, 0.91% hits. Rabbit reticulocyte lysate, luciferase refolding luminescence, 3 h;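 active = inhibition above the screen-wide mean plus 3 SD, computed separately per campaign, cut at about 16% in these data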;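 note: 0% = DMSO wells and 100% = 60 µM geldanamycin wells; inhibitors lower the luminescence because luciferase stays unfolded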
IEC-6 cytotox = cytotoxicity in IEC-6 intestinal epithelial cells, primary screen, cytotoxicity control for KLF5 inhibitor project, cell-based, luminescence; IEC-6 cytotoxicity, luminescence viability; inhibition, % at 5 µM; 290,000 compounds, 0.78% hits; AID 1825, 2009; in the data active = inhibition above about 22%;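 note: 0% = plate median of test compound wells and 100% = cytotoxic reference compound wells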
Starred values were filed as active, the others as inactive; i = inactive; . = not tested or not shown. Some of the compounds tested (hit frequency here may not be typical).

SMILES | PolyA inhibitor | GSK3 alpha inh | KLF5 inh | GSK3B inh | HSF1 inhib | aSyn 5UTR inh | AI-2 QS modul | HSF-1 act | HSP90 refold inh | IEC-6 cytotox
CNC(=O)c1[nH]cnc1C(=O)N[C@@H](C)C(=O)OC(C)(C)C | i | -1 | -11 | -2 | -2 | 3 | 25 | 18 | 5 | 3
c1ccc(CSc2nnc(SCc3ccccn3)s2)nc1 | i | 1 | -53 | 1 | 0 | -118 | 10 | 11 | -2 | -1
CCCCC(=O)Nc1ccc(C(=O)NCCCn2ccnc2)cc1 | i | 2 | -20 | 1 | -5 | -2 | 53 | -1 | 3 | 7
O=C1CC(C(=O)Nc2cccc3ccccc23)C2(CCCC2)O1 (stereo unspecified) | i | -2 | -13 | -1 | -5 | -21 | 38 | -1 | 2 | -2
COc1cc2ncnc(NCc3ccccc3)c2cc1OC | i | -2 | 6 | -1 | -5 | 15 | 10 | -2 | 3 | 26*
CC(NC(=O)[C@H](NC(=O)[C@@H]1Cc2ccccc2CN1)c1ccccc1)c1ccccc1 (stereo partly specified) | i | 1 | -3 | 1 | -10 | 16 | 47 | -22 | -1 | 5
CCOc1ccccc1NC(=O)Cn1ncc2ccc([N+](=O)[O-])cc21 | i | 1 | 0 | -6 | -1 | -3 | 12 | 11 | 2 | -13
CCC(C)[C@H](NC(=O)N1CC(=O)Nc2ccccc21)C(=O)N[C@H](Cc1ccccc1)C(=O)O (stereo partly specified) | i | -2 | -6 | -1 | 2 | 29 | 37 | 1 | 1 | 2
O=C(O)C1C2C=CC(C2)C1C(=O)OCc1ccccc1 (stereo unspecified) | i | -1 | -15 | 2 | -1 | 8 | 24 | -9 | 3 | -1
Nc1ccccc1SC1CC(=O)N(c2ccc3c(c2)OCCO3)C1=O (stereo unspecified) | i | -4 | -87 | 1 | 9 | -78 | 12 | 47 | 5 | 1

Brought forward from above: two entries, then new ones.
SMILES | PolyA inhibitor | GSK3 alpha inh | KLF5 inh | GSK3B inh | HSF1 inhib | aSyn 5UTR inh | AI-2 QS modul | HSF-1 act | HSP90 refold inh | IEC-6 cytotox
O=C(O)C1C2C=CC(C2)C1C(=O)OCc1ccccc1 (stereo unspecified) | i | -1 | -15 | 2 | -1 | 8 | 24 | -9 | 3 | -1
Nc1ccccc1SC1CC(=O)N(c2ccc3c(c2)OCCO3)C1=O (stereo unspecified) | i | -4 | -87 | 1 | 9 | -78 | 12 | 47 | 5 | 1
C=CCc1cc(Cl)ccc1OCCOCCNC(C)(C)C | i | -2 | -7 | -3 | 1 | -14 | 9 | 0 | -2 | -5
CCOP(=O)(OCC)C(Nc1cccc([N+](=O)[O-])c1)c1ccc(N(C)C)cc1 (stereo unspecified) | i | 0 | -4 | 0 | 10 | -8 | 20 | 13 | 0 | -8
CC(=O)c1c(C)[nH]c(C(=O)N(CCc2ccccc2)Cc2ccccc2)c1C | i | . | 4 | 4 | 11 | 0 | 7 | 13 | -5 | -7
Nc1nc(NCCCN2CCOCC2)nc(Nc2ccc(F)cc2)c1[N+](=O)[O-] | i | 51* | 5 | 12 | 0 | 28 | 8 | -6 | -1 | 2
CCc1ccccc1NC(=O)c1cc(S(=O)(=O)N2CCCC2)c[nH]1 | i | 2 | -6 | 2 | 1 | -8 | 3 | 3 | 5 | 7
Cc1cccc(OCCSc2nncn2C)c1 | i | 0 | -50 | -4 | 8 | -35 | 12 | 24 | 5 | 1
COCCN(C(=O)CSc1nc2nc(C)cc(C)n2n1)c1c(N)n(Cc2ccccc2)c(=O)[nH]c1=O | i | -2 | -3 | 1 | 2 | -8 | 38 | 9 | 6 | -1
COc1ccc(N2CCN(C(=O)CSc3nnc4n3C(C)(C)Cc3ccccc3-4)CC2)cc1 | i | -5 | -14 | 7 | 3 | 5 | 34 | -1 | 4 | 3
Cc1ccc(CNC(=O)COc2ccc(C(=O)c3ccc(F)cc3)cc2)cc1 | i | -2 | -11 | -2 | -17 | -14 | -2 | 1 | 4 | -9
CNC(=O)c1ncnnc1N(C)C(=O)NCc1ccccc1 | i | 0 | 14 | 1 | -8 | 6 | 19 | -17 | -3 | -2
CCN1CCN(C(=O)C2CCN(S(=O)(=O)c3ccc(Br)cc3)CC2)CC1 | i | . | -6 | -1 | 2 | 14 | 20 | -18 | 4 | 5
CCOC(=O)c1csc(N/N=C2\CCCc3ccccc32)n1 | i | -1 | -3 | -5 | 3 | -23 | -1 | -4 | 7 | 1
Cc1c(C)[n+](=O)c2c(n1[O-])CCC2 | i | 0 | -14 | -6 | 6 | 30 | 12 | 6 | -1 | -4
O=S(=O)(Cc1ccc(Cl)cc1)NCC1CCCO1 (stereo unspecified) | i | -2 | -19 | 2 | -5 | 16 | -1 | -10 | -2 | 0
O=C(Oc1cccccc1=O)c1ccccc1 | i | -1 | -13 | 1 | 15 | -3 | 5 | 14 | -1 | -4
NC(=O)c1ccc(NC(=O)CCCc2nc(-c3ccccc3Cl)no2)cc1 | i | 6 | -26 | 2 | 8 | 6 | 10 | -16 | -4 | 0
COc1ccc(S(=O)(=O)N2CCN(Cc3ccccc3[N+](=O)[O-])CC2)cc1 | i | 0 | . | 9 | -2 | -23 | 20 | 3 | . | .
O=c1oc2ccccc2cc1-c1nc(-c2cccs2)cs1 | i | -2 | -12 | . | 10 | -133 | . | 1 | 6 | -1
CCOC(=O)C1(Cc2ccccc2C(F)(F)F)CCN(C2CCCC2)CC1 | i | 0 | -17 | -3 | . | . | 17 | . | -3 | -2
O=C1C(=O)N(c2ccccc2)C(c2ccccc2[N+](=O)[O-])/C1=C(\O)c1ccccc1 (stereo unspecified) | i | -1 | -19 | 4 | -38 | -93 | -6 | -49 | 0 | 3
O=C(CSc1ncnc2scc(-c3ccccc3)c12)NCc1ccc2c(c1)OCO2 | i | -5 | -32 | 0 | 0 | 2 | 13 | -6 | -2 | -2
CC(=O)c1ccc(N2CCN(CC3CCCCC3)CC2)cc1 | i | -5 | -20 | 1 | 3 | 0 | 13 | -2 | -2 | -1
CCOC(=O)c1cnc(SC)nc1Sc1cc(Cl)ccc1Cl | i | -1 | -17 | 3 | -3 | 17 | -2 | 9 | 7 | 5
COc1ccc(C)cc1N=Nc1ccc(O)c2ncccc12 | i | . | 6 | 1 | -19 | 68* | 33 | -30 | -2 | 0
COc1cc(C(=O)NCc2ccc3c(c2)cc(C)n3C)cc(OC)c1OC | i | 0 | 2 | 0 | -2 | -1 | 25 | 19 | -2 | 2
Cc1cc(=O)[nH]c(SCC(=O)N(CCC#N)c2ccccc2)c1C#N | . | -1 | -5 | 4 | -5 | 18 | 4 | -14 | -1 | 2
Cc1cc(C)n2nc(C(=O)N(C)c3c(N)n(Cc4ccccc4)c(=O)[nH]c3=O)nc2n1 | i | 1 | . | 0 | -2 | 4 | -2 | 25 | . | .
COc1cc(/C=N/N2CCN(c3ccccc3OC)CC2)ccc1O | i | 0 | -53 | 4 | 8 | -36 | 5 | 14 | 0 | 0
CCOC(=O)CNC(=S)SC | i | 1 | -40 | 2 | -11 | 12 | 20 | -10 | 1 | -5
O=C(Nc1ccc(Cl)cc1-c1nc2ccccc2s1)c1ccco1 | i | -2 | -22 | -1 | -4 | -15 | 22 | 7 | -2 | 5
O=C1N=C(N2CCCCC2)SC1=C1CCCC1 | i | -1 | -64 | 3 | 0 | -81 | 38 | 16 | -5 | 0
CCCn1nc(NC(=O)C2CCCO2)c2cc3cc(C)ccc3nc21 (stereo unspecified) | i | -1 | -95 | -1 | 1 | -22 | 26 | 2 | 5 | 5
CCOc1nc(OCC)c2cnn(C)c2n1 | i | 0 | -12 | -2 | -10 | 0 | -5 | 0 | 1 | 2
O=C(O)c1ccccc1C(=O)c1ccc(N2CCOCC2)c([N+](=O)[O-])c1 | i | -1 | -5 | -1 | -14 | 16 | 22 | -7 | 3 | -7
CCn1c(SCC#N)nc2ccccc2c1=O | i | 0 | -12 | 4 | 7 | 8 | 31 | 6 | -1 | 6
Cc1cccc(OCc2nnc(NC(=O)Cc3cccs3)s2)c1 | i | -2 | 0 | -2 | -4 | -19 | 9 | -2 | -1 | 2
CCc1nnc(NC(=O)CCC(=O)N2CCN(S(=O)(=O)c3cc(Cl)ccc3OC)CC2)s1 | i | -10 | -9 | 3 | -3 | 9 | -8 | -6 | 1 | -2
Cc1cccc(NC(=O)c2sc3ncn(CC(=O)N4CCN(c5ccccn5)CC4)c(=O)c3c2C)c1 | i | -1 | -4 | 0 | 7 | 4 | 47 | 24 | -3 | -8
CC(C)(C)S(=O)(=O)c1nc2ccccc2s1 | i | -1 | 8 | 1 | -3 | -13 | 30 | -3 | -3 | 1
CC1CCCCC1NC(=O)CN1C(=O)CSc2cc(S(=O)(=O)N3CCCCCC3)ccc21 (stereo unspecified) | i | . | 9 | -1 | 15 | -31 | -2 | 24 | 5 | 3
c1ccc(Cc2nn3c(-c4ccncc4)nnc3s2)cc1 | i | 2 | -20 | 0 | -1 | 1 | 18 | -2 | -2 | 5
O=C(NC1CCCCCC1)C1CCN(S(=O)(=O)c2ccccc2)CC1 | i | -1 | -21 | 1 | 8 | 8 | 7 | 55* | 2 | 5
CC(CC(=O)N1CCN(c2cccc(Cl)c2)CC1)S(=O)(=O)c1ccc2c(c1)NC(=O)CO2 (stereo unspecified) | i | 0 | -19 | -28 | -3 | 30 | -3 | 18 | -4 | 5
CN(c1cccc(NC(=O)CN(c2ccc(F)cc2)S(C)(=O)=O)c1)S(C)(=O)=O | i | 9 | -13 | -2 | -2 | 0 | 11 | -4 | -2 | -1
C[C@@H]1CCC[C@]2(O[C@H](CCO)C[C@@H](O)[C@@H]2O)O1 | i | 0 | . | 1 | -10 | 11 | 13 | 5 | . | .
CCc1ccc(CCC(=O)Nc2nnc(C)s2)o1 | i | -1 | -24 | -4 | -9 | 4 | 12 | -10 | 1 | 4
CC1(C)CC(=O)C(C=NCc2ccc3c(c2)OCO3)=C(O)C1 | i | 4 | -10 | 1 | 2 | 2 | -20 | -9 | -3 | 0
COc1cccc(C(=O)N(C)c2nnc(-c3ccncc3)s2)c1 | i | . | -8 | 1 | 1 | -19 | 6 | 7 | -1 | -5
